PKM2 act: activators of human pyruvate kinase M2 | purified PKM2, Kinase-Glo ATP luminescence, activation; response scale: 0% is enzyme alone, no compound | 260,000 compounds, 0.34% hits | AID 1631 | P14618 | Potency, µM (series often up to 57.5 µM), for inactives: at the highest dose activation, usual class: activators; also: potency is read from the fitted curve at half-maximal effect; nearly all actives have a fitted effect of over 55% in size
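Purified hPK-M2 (>95%) run at intermediate activity with 0.1 mM ADP and 0.5 mM PEP in 50 mM imidazole pH 7.2, KCl, MgCl2; 1 h room temperature. ATP formed read by Kinase-Glo luminescence; normalized to uninhibited and no-enzyme controls.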
Eya2 inh: inhibitors of human Eya2 phosphatase activity; O00167; AID 488837; 330,000 compounds, 0.006% hits; recombinant Eya2, OMFP fluorescence dephosphorylation (OMFP is methylfluorescein phosphate); Potency, µM (highest dose often 76.9 µM), for inactives: at the top dose activity, negative = inhibition, actives largely listed as inhibitors; also: potency is read from the fitted curve at half-maximal effect
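Eya2 protein (added as 0.2 uM solution) was preincubated with compound for 10 min at ambient temperature in 50 mM HEPES pH 7.5, 50 mM NaCl, 5 uM MgCl2, 0.05% BSA, 1 mM DTT. OMFP (added at 50 uM) then reacted 10 min; fluorescence read at 485/525 nm.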
KCNH2 WT inh: blocks the wildtype human KCNH2 potassium channel; Q12809; U2OS, BacMam KCNH2, thallium flux FluxOr; stronger effect = lower value; activity change, % at 1.84 µM; 340,000 compounds, 0.37% hits; AID 720551;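 active = maximum activity change below -70%; inconclusive = maximum activity change between -70% and -50%; inactive = maximum activity change above -50%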
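U2OS cells transduced with wild-type KCNH2 virus are loaded with FluxOr dye for 45 min, and thallium flux is measured in kinetic reads before and after stimulation buffer. Rate constants are normalized to DMSO controls.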
KCNH2 3.1 block: KCNH2 3.1 (human) potassium channel inhibition; U2OS KCNH2 3.1, thallium flux FluxOr; stronger effect = lower value; 340,000 compounds, 0.95% hits; activity change, % (tested at about 1.8 µM);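 active = maximum activity change below -70%; inconclusive = maximum activity change from -70% to -50%; inactive = maximum activity change above -50%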;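 also: thallium influx rate constant from kinetic fluorescence after stimulation buffer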
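Virally transduced U2OS (3.1 isoform, 4 h infection in dark at RT) → overnight 37 C → FluxOr + Red40 in HBSS/HEPES, 45 min → stimulation buffer, 2 min kinetic read → rate constant vs DMSO controls.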
Coupling enz: inhibits coupling enzyme system, counter-screen for aldolase hits; AID 2472; 290,000 compounds, 0.67% hits; activity change, negative = inhibition, % at 58.2 µM, hits read low; coupling enzyme system counterscreen, AmpLite Red fluorescence; in the data active = activity change below about -30%
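Coupling enzymes only (glyceraldehyde-3-phosphate) + compound, at 57.5 uM final, 10 min RT; add substrate/coupling/AmpLite Red mix, 20 min RT; fluorescence ex 525/em 598 nm. Actives flag coupling-system interference.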
uPA surface inh: inhibitors of cell surface uPA generation | Potency, µM (doses to about 38.3 µM), for inactives: at the highest dose activity change, negative = inhibition, most hits filed as inhibitors | cell surface uPA generation assay, qHTS | 330,000 compounds, 0.31% hits | AID 540303; active = well fitted inhibition curve with a large enough effect; inconclusive = small, poorly fitted or top-dose-only effect; inactive = no such curve, though single readings can be large or run the other way; tested in mouse RAW 264.7 cells; also: potency is read from the fitted curve at half-maximal effect; nearly all actives have a fitted effect of over 55% in size
B2AR arrestin: agonists driving beta-arrestin recruitment to human beta2-adrenergic receptor | Potency, µM (titrated, usually from 46.1 µM), inactives show at the highest dose activation, hits mostly activators | 330,000 compounds, 0.02% hits | AID 492947 | beta-arrestin recruitment to beta2AR, cell-based reporter | P07550;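 also: potency is read from the fitted curve at half-maximal effect; 0% = DMSO controls and full agonism = EC100 isoproterenol or metaproterenol; nearly all actives have a fitted effect of over 65% in size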
Target sequence (P07550 whole entry, looked up): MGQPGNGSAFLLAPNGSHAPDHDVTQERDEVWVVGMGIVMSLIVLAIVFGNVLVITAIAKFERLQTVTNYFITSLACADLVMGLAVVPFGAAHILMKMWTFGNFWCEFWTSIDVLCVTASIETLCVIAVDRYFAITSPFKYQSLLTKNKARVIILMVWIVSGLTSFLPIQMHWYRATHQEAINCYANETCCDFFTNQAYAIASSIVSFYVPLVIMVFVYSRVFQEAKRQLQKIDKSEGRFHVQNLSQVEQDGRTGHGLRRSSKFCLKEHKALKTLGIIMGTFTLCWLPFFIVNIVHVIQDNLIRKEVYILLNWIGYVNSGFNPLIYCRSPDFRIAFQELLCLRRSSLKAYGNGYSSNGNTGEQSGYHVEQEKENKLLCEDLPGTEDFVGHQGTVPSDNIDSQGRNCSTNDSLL
USP2a inh: inhibitors of human ubiquitin-specific protease USP2a; USP2 core, Ub-CHOP2 coupled fluorogenic reporter, 485/531; 330,000 compounds, 0.01% hits; Potency, µM (highest dose often 38.3 µM), without a hit: top-dose activity change, negative = inhibition, usual class: inhibitors; O75604;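 also: potency is read from the fitted curve at half-maximal effect; plate controls were DMSO wells for no effect and full inhibition by NEM control for full effect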
Target sequence (O75604 whole entry, looked up): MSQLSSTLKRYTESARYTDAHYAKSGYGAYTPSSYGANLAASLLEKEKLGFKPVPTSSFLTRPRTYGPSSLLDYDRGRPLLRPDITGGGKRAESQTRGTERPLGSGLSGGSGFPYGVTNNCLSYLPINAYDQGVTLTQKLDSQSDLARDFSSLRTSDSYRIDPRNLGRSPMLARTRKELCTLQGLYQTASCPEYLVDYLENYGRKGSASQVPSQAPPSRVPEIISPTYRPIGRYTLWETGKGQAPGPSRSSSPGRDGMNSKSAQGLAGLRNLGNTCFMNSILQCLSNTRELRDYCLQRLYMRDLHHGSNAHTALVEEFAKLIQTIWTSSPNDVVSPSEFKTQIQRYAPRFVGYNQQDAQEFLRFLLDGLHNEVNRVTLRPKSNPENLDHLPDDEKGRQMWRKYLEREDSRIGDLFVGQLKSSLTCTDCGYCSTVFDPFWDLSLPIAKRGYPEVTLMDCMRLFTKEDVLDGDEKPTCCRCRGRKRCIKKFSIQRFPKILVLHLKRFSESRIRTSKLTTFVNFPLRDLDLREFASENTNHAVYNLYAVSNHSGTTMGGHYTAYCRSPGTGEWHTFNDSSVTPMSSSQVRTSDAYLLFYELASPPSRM
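USP2 core (10nM final) preincubated 30min RT with compound in 20mM Tris-HCl pH 8.0, 2mM CaCl2, 2mM beta-mercaptoethanol, 0.05% CHAPS; 25nM Ub-CHOP2 plus 25nM reporter substrate added, fluorescence (Ex485/Em531) read after 60min.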
Giardia killer: Giardia lamblia killing; activity change, % at 7.66 µM, hits read low; Giardia lamblia trophozoite viability; 340,000 compounds, 0.15% hits; in the data active = activity change below about -80%; inconclusive = between about -30% and that limit;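 also: parasites exposed to compound for two days anaerobically before the ATP read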
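Killing of trophozoites was scored by loss of ATP luminescence after a 48 hrs anaerobic exposure to compounds at 37 deg C, using 100 cells per well.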
BCR signal inh: inhibitors of chronic active B-cell receptor signaling; ABC-DLBCL IkBa-CBG/CBR reporter, luminescence ratio, 4 h; Potency, µM (top dose mostly 46.1 µM), for inactives: at the highest dose ratio change, negative = lower green/red ratio, actives largely listed as inhibitors; 340,000 compounds, 0.05% hits; AID 493014; active = well fitted inhibition curve with a large enough effect in the signal ratio, with a control signal flat, not every such curve was filed as active; inconclusive = small, poorly fitted or top-dose-only effect, or effect the other way, or a change in a side signal; the % refers to the signal ratio;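 also: potency is read from the fitted curve at half-maximal effect; plate controls were basal doxycycline-induced cells for no effect and cells given 10 µM MG132 for full effect; MG132 reads +100%, hits lower the ratio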
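Compounds up to 46 uM were incubated four hours with TMD8 cells whose green CBG68 luciferase is fused to IkappaBalpha; red CBR luminescence normalised the signal, and concentration-effect curves were fitted to fusion, red and ratio data.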
GALK inhibitor: inhibitors of human galactokinase | Potency, µM (titrated, usually from 57.5 µM), without a hit: at the highest dose activity change, negative = inhibition, usual class: inhibitors | 270,000 compounds, 0.007% hits | AID 1868 | P51570 | Purified GALK, Kinase-Glo residual ATP luminescence; also: potency is read from the fitted curve at half-maximal effect
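GALK at 5 nM final was combined with compound, 35 uM ATP and 100 uM galactose in HEPES pH8.0 with MgCl2 and DTT. The reaction ran one hour at room temperature before luminescent ATP detection.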
* hit, by the source's call; i = inactive; ? = inconclusive; · = not tested or not shown; [ ] = dose if it differs, or a comment. Unless noted, calls follow the shape of the dose curve; as a rule, active = well fitted curve in the direction sought with a large enough effect; inconclusive = small, poorly fitted or top-dose-only effect, or another doubt; inactive = no such curve, though single readings can be large; an effect the other way counts as inactive or inconclusive. Unless noted, % is scaled to controls: 0 for no effect and ±100 for the full control effect.

SMILES	PKM2 act	Eya2 inh	KCNH2 WT inh	KCNH2 3.1 block	Coupling enz	uPA surface inh	B2AR arrestin	USP2a inh	Giardia killer	BCR signal inh	GALK inhibitor
CCOC(=O)Cn1nc(-c2ccc(Cl)cc2)ccc1=O	0%	18%	0	-21	1	·	-0.1%	0%	-1	2%	-1%
CC(CS(=O)(=O)c1ccccc1[N+](=O)[O-])N1CCOCC1 (configuration not stated)	-2%	-4%	-8	-1	-1	-24%	0.0%	-1%	2	-3%	1%
O=C(c1ccco1)N(Cc1ccc2c(c1)OCO2)Cc1cc2cc3c(cc2[nH]c1=O)OCO3	-1%	0%	?	3	3	0%	0.5%	-1%	-18	3%	-2%
Cc1ccc(NC2CCCCC2NS(=O)(=O)c2ccc(Cl)cc2)cc1 (configuration not stated)	-8%	-3%	1	-13	1	4%	-0.3%	-1%	-9	?	-1%
COCCCNCCCOc1ccc(Cl)cc1C(C)(C)C	-13%	-18%	10	-1	-18	3%	-0.2%	-2%	-2	?	1%
Fc1ccc(-c2nnc(-c3ccc(F)cc3)o2)cc1	-8%	-5%	15	2	-3	0%	-1.0%	2%	5	?	-3%
C[C@H](CO)N1C[C@H](C)[C@@H](CN(C)C(=O)Nc2ccc3c(c2)OCO3)Oc2ccc(NS(=O)(=O)c3ccccc3)cc2C1=O	·	-14%	6	-3	·	14%	-0.2%	4%	13	?	·
COc1cc(OC)c(NC2c3ccccc3C(=O)N2c2cc(C)ccn2)cc1Cl (configuration not stated)	-2%	-17%	-6	-8	-1	-11%	-0.6%	0%	-13	-4%	-2%
Cn1c(=O)n(Cc2ccccc2)c2ccccc21	-1%	-10%	0	4	4	10%	-0.2%	0%	5	-2%	-6%
O=C(c1ccc2c(c1)CCN2S(=O)(=O)c1ccccc1)N1CCN(c2ccccc2)CC1	5%	-6%	4	5	0	0%	-0.6%	-3%	?	2%	5%
CC(=O)N1N=C(c2cccc([N+](=O)[O-])c2)OC1c1ccc(Br)cc1 (configuration not stated)	0%	-9%	3	20	0	-5%	-0.7%	0%	4	-11%	7%
COc1ccc2c(c1)C(=O)N(c1ccccc1)C(=O)C2	-17%	9%	-3	3	2	-1%	-0.6%	11%	-16	-3%	4%
Cc1cccc(NC(=S)NCC2CCCO2)c1 (configuration not stated)	-3%	1%	-6	7	0	-3%	0.0%	1%	-17	?	0%
CCSc1nc2c(c(=O)[nH]1)C(c1ccncc1)C(C(=O)OC(C)C)=C(C)N2 (configuration not stated)	2%	-2%	-9	3	4	0%	-0.1%	7%	1	2%	-1%
COC(=O)c1ccc(CN2C(=O)C(C)N(C(=O)c3c(F)cccc3F)c3ccccc32)cc1 (configuration not stated)	·	-5%	4	21	-3	-18%	0.2%	-7%	9	-5%	1%
Cc1cc(C(=O)NCc2cccnc2)cs1	13%	10%	22	-2	4	·	0.2%	4%	-5	1%	-1%
COc1ccc(Br)cc1C1N2CC3(C)CN1CC(C)(C2)C3=O (configuration not stated)	6%	8%	-2	24	2	-2%	-0.2%	0%	7	?	1%
Cc1nnc(-c2cnn(C)c2N)n1Cc1ccccc1	7%	12%	-19	5	3	0%	-1.6%	2%	19	12%	-1%
CC1=NN(C(=O)c2cc(C)nn2C)C(O)(C(F)(F)F)C1 (configuration not stated)	1%	1%	0	-7	-10	-2%	2.0%	-1%	-21	?	·
Cc1cc(C)cc(NCc2cc(=O)oc3cc(C)c(O)cc23)c1	·	3%	10	-4	0	-2%	0.5%	2%	27	0%	2%
O=[N+]([O-])c1ccc(Nc2nc(N/N=C/c3cccc(F)c3)nc(N3CCCC3)n2)cc1	0%	11%	-13	-17	2	-2%	0.1%	0%	16	?	-1%
O=[N+]([O-])c1ccc(N/N=C/c2ccccc2O)cc1	·	-5%	-3	-5	-4	1%	-0.4%	1%	7	?	5%
COCCCNC(=S)N1CCCN(c2nc3cc(C)c(C)cc3cc2C#N)CC1	-3%	-8%	0	-7	-12	-9%	-0.1%	-7%	-7	-4%	3%
Cn1c2ccccc2c2cnn(CC(=O)Nc3ccccc3Br)c(=O)c21	-5%	14%	-7	0	2	-3%	-0.2%	1%	-14	?	0%
N#CC1=C(N)OC2=C(C(=O)CCC2)C1c1ccncc1 (configuration not stated)	-3%	-2%	4	9	1	-5%	0.1%	-1%	-16	-2%	7%
C[C@@H]1CN([C@@H](C)CO)C(=O)Cc2cc(NS(=O)(=O)c3ccccc3)ccc2O[C@H]1CN(C)S(C)(=O)=O	·	?	4	-20	·	6%	-0.1%	-1%	-7	0%	·
COc1cc(OC)c(-c2nn3c(-c4ccco4)nnc3s2)cc1OC	6%	1%	3	12	0	-5%	-3.5%	-1%	23	?	-2%
CCCn1c(SCC(=O)Nc2cccc(NC(C)=O)c2)nnc1C(C)C	0%	-12%	4	-4	-3	5%	-0.3%	-2%	-16	?	-5%
CCc1nnc(NC(=O)C2Cc3ccccc3C(=O)O2)s1 (configuration not stated)	-2%	14%	1	3	-6	-1%	0.5%	-2%	0	?	2%
NNC(=O)c1cccn(Cc2cccc(C(F)(F)F)c2)c1=O	·	-2%	12	-4	1	-8%	4.5%	6%	-7	?	·

A stretch of the results above, as a working copy:
SMILES	PKM2 act	Eya2 inh	KCNH2 WT inh	KCNH2 3.1 block	Coupling enz	uPA surface inh	B2AR arrestin	USP2a inh	Giardia killer	BCR signal inh	GALK inhibitor
Cc1cc(C(=O)NCc2cccnc2)cs1	13%	10%	22	-2	4	·	0.2%	4%	-5	1%	-1%
COc1ccc(Br)cc1C1N2CC3(C)CN1CC(C)(C2)C3=O (configuration not stated)	6%	8%	-2	24	2	-2%	-0.2%	0%	7	?	1%

Further structures
SMILES	PKM2 act	Eya2 inh	KCNH2 WT inh	KCNH2 3.1 block	Coupling enz	uPA surface inh	B2AR arrestin	USP2a inh	Giardia killer	BCR signal inh	GALK inhibitor
COc1ccccc1N(CC(=O)Nc1cccnc1)S(C)(=O)=O	-3%	13%	0	-1	0	0%	-0.4%	-2%	4	?	-4%
CCOC(=O)/C(C(C)=O)=C1\OC(=O)c2ccccc21	0%	7%	-22	3	3	·	-0.2%	-1%	-3	1%	1%
O=C(COc1ncnc2ccccc12)N1CCN(c2ccccc2)CC1	-1%	13%	-5	1	1	0%	0.2%	-1%	-6	-11%	-1%
Cc1[nH]nc(C(F)(F)F)c1CCC(=O)NC1CCCCCC1	·	9%	-2	21	·	-4%	-3.1%	3%	-5	?	·
O=C(CSC1=NC(=O)C(c2ccccc2)C(=O)N1)Nc1cccc(Cl)c1 (configuration not stated)	-2%	3%	-6	-15	9	5%	-0.4%	5%	-12	?	1%
CN1C(=O)S/C(=C/c2cccn2-c2cccc(C(=O)O)c2)C1=O	-38%	4%	i	13	14	2%	0.0%	1%	?	-4%	1%
COC(=O)c1ccc2c(=O)[nH]c(COC(=O)c3[nH]c(C)c(C(C)=O)c3C)nc2c1	·	2%	3	0	·	5%	-0.6%	1%	8	?	·
CCC(=O)Nc1cccc(-c2ccc(N3CCCCC3)nn2)c1	·	-13%	-17	23	1	0.89µM*	-0.1%	-1%	?	?	8%
Cc1cc(C)cc(C(=O)NCC(=O)OCC(=O)N2CCCCC2)c1	-2%	-7%	-9	4	9	·	-0.3%	-7%	16	-7%	0%
O=C(COC(=O)COc1ccc(Cl)cc1Cl)NC1CCCC1	·	18%	-3	10	·	3%	-0.2%	1%	-1	2%	·
Cn1c(SCC(=O)Nc2nncs2)nnc1C1CC1	3%	-15%	12	-2	·	2%	-0.2%	1%	-15	-1%	4%
CCCn1nc2cc(C(=O)NCc3ccccc3OC)ccc2c1OCC	-3%	-9%	-15	-9	0	15%	0.1%	2%	38[activator]	-10%	·
OCCC1CN(Cc2cccn2-c2cccnc2)CCN1Cc1ccccc1 (configuration not stated)	-3%	3%	7	3	0	1%	-0.8%	2%	-4	-2%	6%
Cn1cc(C(=O)N/N=C/c2cc(Br)cs2)c2ccccc21	-5%	-9%	·	·	-1	·	0.5%	8%	·	?	5%
CCc1ccc(NC(=O)c2cc(-c3cccs3)on2)cc1	-4%	-5%	-12	-2	-2	10%	0.2%	1%	21	-11%	0%
O=C(NCCCN1CCCC1=O)c1cc(NS(=O)(=O)c2ccc(F)cc2)cc(NS(=O)(=O)c2ccc(F)cc2)c1	-11%	-5%	1	-1	-3	0%	-0.9%	0%	-14	8%	-3%
COc1ccc(CCC(=O)N2CCN(C(=O)c3ccccc3)CC2)cc1	·	-24%	-14	6	1	-1%	-0.4%	0%	0	1%	·
Cc1ccc(S(=O)(=O)NCCC2=CCCCC2)cc1C(N)=O	-15%	1%	-1	6	·	-19%	-0.6%	-2%	-6	10%	-1%
O=C1CCC/C(=N/NC(=O)c2sc3ccccc3c2Cl)C1	-2%	?	-10	-2	1	16%	-0.2%	?	11	-3%	1%
